# Screening results from PubChem.
# Fluorescein fluor – qHTS Assay for Spectroscopic Profiling in Fluorescein Spectral Region; Compound autofluorescence, 480/540 nm, fluorescein-equivalent; stronger effect = higher value; max fluorescein-equivalent concentration, M; 0.91% of 59,000 active; AID 593, 2007; in the data active = max fluorescein-equivalent concentration above about 10 nM; inconclusive = between about 1.1 nM and that limit
#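 Library compounds, added at multiple concentrations to pH 8.0 Tris buffer (100 mM), incubate 15 min at room temperature before CCD imaging at 480 nm excitation and 540 nm emission.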
# A350 fluor – qHTS Assay for Spectroscopic Profiling in A350 Spectral Region. Compound autofluorescence, 340/450 nm, Alexa 350 dye-equivalents; stronger effect = higher value. max dye-equivalent concentration, M. 11% of 59,000 active. AID 590, 2007; in the data active = max dye-equivalent concentration above about 10 nM; inconclusive = mostly about 1.1 nM to 9.6 nM
# Rhodamine autofl – qHTS Assay for Spectroscopic Profiling in Rhodamine Spectral Region. 0.05% of 59,000 active. AID 594, 2007. Rhodamine-region fluorescence, 547/598 nm, Tris buffer; stronger effect = higher value. max dye-equivalent concentration, M; in the data active = max dye-equivalent concentration above about 11 nM; inconclusive = between about 1.1 nM and that limit
#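 Compounds in 100 mM Tris buffer, pH 8.0, were incubated 15 min at room temperature, then read at 547 nm excitation and 598 nm emission. Fluorescence was normalized against a per-plate six-point rhodamine standard curve as dye-equivalent concentration.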
# Texas Red fluor – qHTS Assay for Spectroscopic Profiling in Texas Red Spectral Region; Compound fluorescence, Texas Red channel, 547/618 nm; stronger effect = higher value; max dye-equivalent concentration, M; 0.06% of 59,000 active; AID 587, 2007; in the data active = max dye-equivalent concentration above about 10 nM; inconclusive = between about 1.1 nM and that limit
#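 Compound fluorescence was read after 15 min at room temperature in 100 mM Tris, pH 8.0, using 547 nm excitation and 618 nm emission across a concentration series. It was expressed as Texas Red dye-equivalent concentration from an on-plate standard curve.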
# BRCT PPI red – qHTS Assay for Inhibitors of BRCT-Phosphoprotein Interaction (Red Fluorophore) | BRCT-phosphopeptide binding, red fluorescence polarization | 0.03% of 75,000 active | AID 892, 2007 | Potency, µM (titrated, usually from 76.9 µM), inactives show at the top dose activity change, negative = inhibition, hits mostly inhibitors | Breast cancer type 1 susceptibility protein (Homo sapiens), P38398; note: % is set by controls: 0 for no effect and ±100 for the full control effect
#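 Rhodamine-labelled pBACH1 10-mer (100 nM) bound to BRCT domain (100 nM) at pH 7.3; compounds incubated 12 min room temperature, polarization read. Free peptide defines full inhibition; unlabelled decapeptide titrated as control.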
# HEK293 cAMP cs – qHTS Assay for Agonists of the Thyroid Stimulating Hormone Receptor: Activators of Intracellular cAMP Concentrations in Parental HEK 293. parental HEK293 CNG cAMP sensor, membrane potential fluorescence. Potency, µM (highest dose often 57.1 µM), for the others: at the top dose activation, actives largely listed as activators. 2.5% of 73,000 active; note: potency is the fitted concentration of half-maximal effect; % of control where 0% means no effect; nearly all actives have a fitted effect of over 55% in size
#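 Counterscreen for endogenous-receptor signalling: CNG-channel HEK 293 cells report cAMP rise by membrane depolarization. After 60 min dye equilibration with 100 uM RO 20-1724, compounds incubated 30 min before bottom-read fluorescence at 590 nm.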
# Caspase-1 inhib – qHTS Assay for Allosteric/Competitive Inhibitors of Caspase-1 | P29466 | Caspase-1 enzyme, Ac-WEHD-AFC fluorogenic rate | Potency, µM (doses to about 57.5 µM), for inactives: at the highest dose activity change, negative = inhibition, usual class: inhibitors | 0.03% of 75,000 active | AID 900, 2007;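 note: potency is the fitted concentration of half-maximal effect; plate controls were vehicle for no effect and no substrate for full effect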
# 4MU fluor – qHTS Assay for Spectroscopic Profiling in 4-MU Spectral Region; 11% of 59,000 active; compound autofluorescence, 340/450 nm, 4-MU equivalents; stronger effect = higher value; max dye-equivalent concentration, M; AID 589, 2007; in the data active = max dye-equivalent concentration above about 10 nM; inconclusive = mostly about 1.1 nM to 9.6 nM
#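 Compounds in 100 mM Tris, pH 8.0, sat 15 min at room temperature before fluorescence was read at 340 nm excitation/450 nm emission; a per-plate six-point 4-MU standard curve converted signals to dye-equivalent concentration at each compound concentration.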
# Caspase-7 inhib – qHTS Assay for Allosteric/Competitive Inhibitors of Caspase-7. P55210. recombinant caspase-7, Ac-DEVD-AFC fluorescence rate. Potency, µM (top dose mostly 57.5 µM), for the others: at the top dose activity change, negative = inhibition, most hits filed as inhibitors. 0.02% of 75,000 active. AID 889, 2007; active = well fitted inhibition curve with a large enough effect in the main read-out, with a control signal flat, not every such curve was filed as active; inconclusive = small, poorly fitted or top-dose-only effect, or a change in a side signal; note: potency is the fitted concentration of half-maximal effect; % of control where 0% means no effect
# BRCT PPI green – qHTS Assay for Inhibitors of BRCT-Phosphoprotein Interaction (Green Fluorophore); Potency, µM (top dose mostly 76.9 µM), inactives show at the highest dose activity change, negative = inhibition, actives largely listed as inhibitors; BRCA1 BRCT-phosphopeptide binding, green fluorescence polarization; Breast cancer type 1 susceptibility protein (Homo sapiens), P38398; AID 875, 2007; 0.05% of 75,000 active;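 note: potency is the fitted concentration of half-maximal effect; plate controls were peptide without protein for full effect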
#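 Fluorescence polarization: His-tagged BRCT (~35 kDa BRCA1 C-terminus, 250 nM) bound to 100 nM fluorescein-labeled phosphorylated 10-aa BACH1 peptide, pH 7.3 phosphate buffer with DTT and Tween 20. Compounds incubated 12 min at room temperature; inhibition read as lowered polarization.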
# USP2a inh – qHTS Assay for Inhibitors of Ubiquitin-specific Protease USP2a; Potency, µM (titrated, usually from 38.3 µM), for the others: at the highest dose activity change, negative = inhibition, most hits filed as inhibitors; 0.1% of 60,000 active; USP2a enzymatic assay, qHTS inhibition; Ubiquitin carboxyl-terminal hydrolase 2 (Homo sapiens), O75604;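 note: potency is the fitted concentration of half-maximal effect; nearly all actives have a fitted effect of over 60% in size; plate controls were DMSO for no effect and NEM full inhibition control for full effect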
#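 USP2 core (20nM final) preincubated 30 min RT with compound, then Ub-PLA2 20nM and NBD C6-HPC 20uM final added; buffer 20mM Tris-HCl pH 8.0, 2mM CaCl2. Fluorescence Ex 460/Em 535 read at 0 and 2.5 h; normalized to NEM.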
# Active calls of the source: *; i = inactive; ? = inconclusive; . = not tested or not shown; & = joins results of further samples; ! = not confirmed by another sample; [ ] = dose if it differs, or a comment. Unless noted, calls come from the whole dose curve; as a rule, active = well fitted curve in the direction sought with a large enough effect; inconclusive = small, poorly fitted or top-dose-only effect, or another doubt; inactive = no such curve, though single readings can be large; an effect the other way counts as inactive or inconclusive. Some of the compounds tested, so the mix of outcomes need not match the whole.
SMILES,Fluorescein fluor,A350 fluor,Rhodamine autofl,Texas Red fluor,BRCT PPI red,HEK293 cAMP cs,Caspase-1 inhib,4MU fluor,Caspase-7 inhib,BRCT PPI green,USP2a inh
NCCCN1CCN(c2ccccc2)CC1,i,i,i,i,-0.4%[15.4 µM],7%[11.4 µM],5%[11.5 µM],i,-2%[11.5 µM],-3.5%[15.4 µM],.
Cc1cc(OCC(=O)NC2CCS(=O)(=O)C2)c2c3c(c(=O)oc2c1)CCC3 (configuration not stated),?,1.5e-08M*,i,i,-0.3%,12%,0%,1.4e-08M*,2%,-1.0%,-4%
CCCCNC(=O)n1c(NC(=O)OC)nc2ccccc21,.,.,.,.,0.5%,?,-2%,.,-1%,-1.7%,.
COc1ccc(CCN(C)Cc2ccncc2)cc1OC,i,i,i,i,-0.6%,6%,0%,i,3%,-0.8%,-2%
CCn1c(C)c(C(=O)O)c2cc(OC)ccc21,i,?,i,?,-0.6%,-7%,-1%,i,-2%,-1.9%,-1%
C#CCN(C)[C@H](C)Cc1ccccc1,.,.,.,.,0.7%,30%,0%,.,4%,-0.7%,.
COc1cc(OC)c(OC)cc1CNC(C)C(O)c1ccccc1 (configuration not stated),i,i,i,i,1.1%,-3%,0%,i,0%,0.3%,-7%
C[C@H]1C(=O)O[C@@H]2CCN3CC=C(COC(=O)[C@@](C)(O)[C@@]1(C)O)[C@H]23,?,i,i,i,0.0%[34.4 µM],1%[25.6 µM],-1%[25.7 µM],i,0%[25.7 µM],-2.9%[34.4 µM],-7%[17.1 µM]
[N-]=[N+]=[N-],.,.,.,.,-1.0%,-3%,-4%,.,0%,0.4%,.
N#CC(C#N)=NNc1ccc(OC(F)(F)F)cc1,.,.,.,.,-3.6%,0.63µM*,-12%,.,-7%,-3.8%,.
CN1CCC(O)(c2ccccc2)C(C(=O)c2ccccc2)C1 (configuration not stated),.,.,.,.,-0.8%,4%,-4%,.,1%,-0.2%,0%
CC(=NCc1cccnc1)c1c(O)n(Cc2ccccc2)c(=O)[nH]c1=O,i,i,i,i,-1.2%,0%,-2%,i,-2%,0.7%,9%
COc1cc2c(c(OC)c1OC)-c1ccc(OC)c(=O)cc1[C@H](NC(C)=O)CC2,?,1.7e-08M*!,i,i,0.5%,3%,-2%,1.6e-08M*!,1%,-4.9%,-4%[17.1 µM]
COc1cc(CN2CCN(c3cc(C)ccc3C)CC2)ccc1O,i,i,i,i,0.3%,12%,2%,i,0%,1.6%,7%
CC1=C(O)C(=O)[C@H]2O[C@@H]2C1=O,.,.,.,.,-1.8%,1%,-8%,.,-10%,-0.4%,.
COc1ccc(NC(=O)N2CCC3(CC2)CCN(C(=O)Oc2ccccc2)CC3)cc1,i,i,i,i,-1.0%,29%,0%,i,-2%,-1.2%,127%[activator]
COc1c2c(cc3c1OCO3)CCN(C)C2,?,i,i,i,0.7%[34.4 µM],4%[25.6 µM],0%[25.7 µM],i,2%[25.7 µM],-0.9%[34.4 µM],-9%[17.1 µM]
Cc1ccc(Cn2nnnc2CN2CCC(n3nnc4cc(C)ccc43)CC2)cc1,i,i,i,i,-1.6%,?,-2%,i,-2%,2.8%,80%[activator]
N[C@@H](CCCCP(=O)(O)O)C(=O)O,.,.,.,.,0.3%,0%,2%,.,1%,-1.2%,.
CCCN(CCC)[C@H]1CCc2c(F)ccc(O)c2C1,?,i,i,i,1.4%&2.1%,?,5%&2%,i,0%&2%,-2.6%&-3.0%,-2%&2%
c1ccc2c(c1)OCC(C1=NCCN1)O2 (configuration not stated),i,?,i,i,.,.,.,i,.,.,.
O=c1ccc(=O)[nH][nH]1,.,.,.,.,-1.0%,4%,-4%,.,-2%,-2.9%,.
Cc1cccc(CN(C)C)c1OC(=O)N(C)C,i,i,i,i,-0.3%,-55%[inhibitor],-2%,i,0%,-6.6%,-3%
CC1=C(C(=O)OC(C)C)[C@]2(C(=O)N(CC(N)=O)c3ccccc32)C(C#N)=C(N)O1,?,i,i,i,.,.,.,i,.,.,.
CCOc1ccccc1-n1c(O)c(C=Nc2ccc(N(CC)CC)cc2)c(=O)[nH]c1=O,?,i,i,i,.,.,.,i,.,.,.
O=c1c(O)c(-c2ccc(O)c(O)c2)oc2cc(O)cc(O)c12,?,?,i,i,-8.7%,-31%&-19%&-33%&-16%[inhibitor],-5%,?,-13%,-6.8%,46%[activator][17.1 µM]
NCC(=O)c1ccccc1,.,.,.,.,-0.8%,.,-1%,.,2%,-1.8%,-16%
Cc1nn(C)c(C)c1P(=S)(c1c(C)nn(C)c1C)N(C)C,i,i,i,?,1.2%,3%,3%,i,-2%,-2.0%,-2%
N[C@@H]1C[C@H]1c1ccccc1,i,i,i,i,0.9%,-5%,1%,i,2%,-4.1%,0%
CN(C)CCN=Cc1c(O)n(CCC2=CCCCC2)c(=O)[nH]c1=O,.,.,.,.,-0.5%,3%,1%,.,-2%,-0.4%,-16%
Cn1c(O)c(C=NCCc2c[nH]c3ccccc23)c(=O)n(C)c1=O,.,.,.,.,-0.5%,-1%,0%,.,0%,-0.3%,4%
N#CC(C(=O)C12CC3CC(CC(C3)C1)C2)c1nc2ccccc2[nH]1 (configuration not stated),?,i,i,i,1.0%,3.2µM*,-6%,i,-8%,0.7%,-23%
Cn1cc(C(=O)N2CCC3(CC2)OCCO3)c2c3ccccc3n(C)c2c1=O,i,4.7e-07M*,i,i,0.5%,10%,-1%,4.4e-07M*,-1%,-2.5%,-6%
CN(C)CCN(C)CCc1ccc(Cl)c(Cl)c1,.,.,.,.,-0.2%,17%,-1%,.,5%,2.3%,.
Cc1cc(C)cc(OP(=O)(Oc2cc(C)cc(C)c2)Oc2cc(C)cc(C)c2)c1,.,.,.,.,-0.4%,?,-4%,.,-3%,-0.1%,.
O=[N+]([O-])c1cc(-c2ccc([As](=O)(O)O)cc2)ccc1[As](=O)(O)O,i,i,i,i,0.1%[15.4 µM],5%[11.4 µM],2%[11.5 µM],i,-2%[11.5 µM],-1.0%[15.4 µM],.
CC1=NN=C(c2ccc(N)cc2)c2cc3c(cc2C1)OCO3,i,i,i,i,0.3%&-2.9%,4%&6%,-6%&1%,i,-8%&-1%,1.2%&-2.9%,0%
COCCOC(=O)C1=C(C)OC(N)=C(C(=O)OC)C12C(=O)Nc1ccccc12 (configuration not stated),i,i,i,i,-0.7%,6%,1%,i,0%,-1.5%,0%
O=[N+]([O-])c1ccc(Cl)cc1,.,.,.,.,0.6%,9%,-5%,.,0%,-0.7%,.
CCCOc1ccc2[nH]cc(C3=CCNCC3)c2n1,.,.,.,.,-0.4%,2%,-2%,.,-4%,6.8%,.
CCOC(=O)c1ccc(N2C(=O)CC(N3CC=C(c4ccc(F)cc4)CC3)C2=O)cc1 (configuration not stated),?,i,i,i,0.0%,-3%,-6%,i,-8%,7.1%,46%[activator]
O=C(O)C[C@H]1OCC=C2CN3CC[C@@]45C6=CC(=O)C(=O)C([N+](=O)[O-])=C6N[C@H]4[C@H]1[C@H]2C[C@@H]35,?,i,i,i,1.4%[15.4 µM],-2%[11.4 µM],-1%[11.5 µM],i,-2%[11.5 µM],-0.8%[15.4 µM],.
CN(C)C(=O)Oc1ccc(OC(=O)c2ccccc2)cc1,?,i,i,i,-0.1%,24%,0%,i,-1%,-1.0%,-13%
O=C(COc1ccc(Cl)cc1)NC1CN2CCC1CC2 (configuration not stated),i,i,i,i,0.8%,12%,-1%,i,-1%,-4.2%,-2%

# Exported with values under each structure: entries from further up.
# Results follow in this order: Fluorescein fluor	A350 fluor	Rhodamine autofl	Texas Red fluor	BRCT PPI red	HEK293 cAMP cs	Caspase-1 inhib	4MU fluor	Caspase-7 inhib	BRCT PPI green	USP2a inh
- CCOC(=O)c1ccc(N2C(=O)CC(N3CC=C(c4ccc(F)cc4)CC3)C2=O)cc1 (configuration not stated)
  ?	i	i	i	0.0%	-3%	-6%	i	-8%	7.1%	46%[activator]
- O=C(O)C[C@H]1OCC=C2CN3CC[C@@]45C6=CC(=O)C(=O)C([N+](=O)[O-])=C6N[C@H]4[C@H]1[C@H]2C[C@@H]35
  ?	i	i	i	1.4%[15.4 µM]	-2%[11.4 µM]	-1%[11.5 µM]	i	-2%[11.5 µM]	-0.8%[15.4 µM]	.
- CN(C)C(=O)Oc1ccc(OC(=O)c2ccccc2)cc1
  ?	i	i	i	-0.1%	24%	0%	i	-1%	-1.0%	-13%
- O=C(COc1ccc(Cl)cc1)NC1CN2CCC1CC2 (configuration not stated)
  i	i	i	i	0.8%	12%	-1%	i	-1%	-4.2%	-2%
